Screens as filed in PubChem BioAssay.
BRCA1 expr up = BRCA1 expression activation. MCF7-BRCA1-FFLuc reporter, luminescence, 48 h; response scale: scaled: vehicle 0%, 10 µM genistein 100%. Potency, µM (highest dose often 46.1 µM), for inactives: top-dose activation, actives largely listed as activators. 1.1% of 380,000 active. AID 624202; further: potency means the concentration at half of the fitted maximal effect; nearly all actives have a fitted effect of over 80% in size; some results filed as inactive show a strong effect at the top dose
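Reporter cells (MCF7, BRCA1 promoter-firefly luciferase) received library compounds across a concentration series for 48 h. End-point luminescence was measured and concentration-effect curves derived after normalization.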
ELG1 genotox = induces genotoxicity in HEK293T cells with luciferase-tagged ELG1; 1.3% of 330,000 active; AID 504466; HEK293T ELG1-luciferase reporter, luminescence, 16 h; Potency, µM (titrated, usually from 46 µM), for inactives: at the highest dose activity change, positive = activation, usual class: activators; further: potency means the concentration at half of the fitted maximal effect; % of control where 0% means no effect; nearly all actives have a fitted effect of over 60% in size
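Genotoxicity was scored as increased ELG1-luciferase reporter signal, measured by ONE-Glo luminescence (30 min, room temperature). Compound or vehicle exposure of the HEK293T reporter cells lasted 16 hr at 37°C.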
Eya2 inh = Eya2 (human) phosphatase inhibition | recombinant Eya2, OMFP fluorescence dephosphorylation (OMFP is methylfluorescein phosphate) | Potency, µM (top dose mostly 76.9 µM), inactives show at the top dose activity, negative = inhibition, usual class: inhibitors | 0.006% of 330,000 active | AID 488837; further: potency means the concentration at half of the fitted maximal effect; on the % scale 0 is the no-effect control and ±100 the full control effect
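Eya2 protein (added as 0.2 uM solution) was preincubated with compound for 10 min at ambient temperature in 50 mM HEPES pH 7.5, 50 mM NaCl, 5 uM MgCl2, 0.05% BSA, 1 mM DTT. OMFP (added at 50 uM) then reacted 10 min; fluorescence read at 485/525 nm.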
B2AR arrestin = recruits beta-arrestin to the human beta2-adrenergic receptor | Potency, µM (titrated, usually from 46.1 µM), for the others: at the highest dose activation, actives largely listed as activators | beta-arrestin recruitment to beta2AR, cell-based reporter | P07550 | 0.02% of 330,000 active;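 further: potency means the concentration at half of the fitted maximal effect; 0% = DMSO controls and full agonism = EC100 isoproterenol or metaproterenol; nearly all actives have a fitted effect of over 65% in size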
a7 integrin act = activators of alpha7 integrin expression for muscular dystrophy; alpha7betagal myoblasts, beta-gal FDG fluorescence, 48 h; Potency, µM (series often up to 38.3 µM), for inactives: top-dose activation, most hits filed as activators; 0.064% of 350,000 active; AID 624291;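 further: potency means the concentration at half of the fitted maximal effect; 100% = response of the positive control SU9516; nearly all actives have a fitted effect of over 60% in size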
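Alpha7betagal+/- myoblasts (passage 13) were plated 16-24 hr, then exposed to compounds (1:260 dilution of DMSO stock) for 48 hours at 37C. After MPER lysis, β-galactosidase reporter activity was read as FDG fluorescence (ex 480/em 540) after 30 minutes.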
PTAP TSG101 blk = blocks PTAP/TSG101 interaction to inhibit HIV-1 budding; Q99816; Fluorescence polarization, FITC-PTAP peptide / Tsg101 binding; Potency, µM (series often up to 115 µM), inactives show top-dose activity change, negative = inhibition, hits mostly inhibitors; 340,000 tested, under 10 active; AID 493005; active means well fitted inhibition curve with a large enough effect in the main read-out, with a control signal flat, not every such curve was filed as active; inconclusive means small, poorly fitted or top-dose-only effect, or effect the other way, or a change in a side signal; inactive means no such curve, though single readings can be large or run the other way; further: potency means the concentration at half of the fitted maximal effect; % of control where 0% means no effect
Target sequence (Q99816 whole entry, looked up): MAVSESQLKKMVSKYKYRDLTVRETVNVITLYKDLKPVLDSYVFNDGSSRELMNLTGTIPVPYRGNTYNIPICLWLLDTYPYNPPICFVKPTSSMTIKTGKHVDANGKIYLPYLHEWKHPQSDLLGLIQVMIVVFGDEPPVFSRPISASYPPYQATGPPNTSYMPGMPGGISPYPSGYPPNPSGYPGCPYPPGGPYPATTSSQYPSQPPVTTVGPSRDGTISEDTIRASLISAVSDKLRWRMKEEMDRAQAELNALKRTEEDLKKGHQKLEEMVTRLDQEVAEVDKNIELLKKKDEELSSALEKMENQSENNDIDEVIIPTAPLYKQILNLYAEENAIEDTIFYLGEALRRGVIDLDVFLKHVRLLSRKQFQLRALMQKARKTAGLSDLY
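Tsg101 binding domain (10 uM final) was mixed with compound and a FITC-labeled PTAP peptide (50 nM final) in HEPES pH 7.5 buffer with NaCl, Tween 20, EDTA and TCEP; fluorescence polarization was read after 20 min at r.t.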
USP2a inh = blocks human ubiquitin-specific protease USP2a; O75604; USP2 core, Ub-CHOP2 coupled fluorogenic reporter, 485/531; Potency, µM (top dose mostly 38.3 µM), for inactives: at the top dose activity change, negative = inhibition, usual class: inhibitors; 0.01% of 330,000 active; AID 463254;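 further: potency means the concentration at half of the fitted maximal effect; plate controls were DMSO wells for no effect and full inhibition by NEM control for full effect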
Target sequence (O75604 whole entry, looked up): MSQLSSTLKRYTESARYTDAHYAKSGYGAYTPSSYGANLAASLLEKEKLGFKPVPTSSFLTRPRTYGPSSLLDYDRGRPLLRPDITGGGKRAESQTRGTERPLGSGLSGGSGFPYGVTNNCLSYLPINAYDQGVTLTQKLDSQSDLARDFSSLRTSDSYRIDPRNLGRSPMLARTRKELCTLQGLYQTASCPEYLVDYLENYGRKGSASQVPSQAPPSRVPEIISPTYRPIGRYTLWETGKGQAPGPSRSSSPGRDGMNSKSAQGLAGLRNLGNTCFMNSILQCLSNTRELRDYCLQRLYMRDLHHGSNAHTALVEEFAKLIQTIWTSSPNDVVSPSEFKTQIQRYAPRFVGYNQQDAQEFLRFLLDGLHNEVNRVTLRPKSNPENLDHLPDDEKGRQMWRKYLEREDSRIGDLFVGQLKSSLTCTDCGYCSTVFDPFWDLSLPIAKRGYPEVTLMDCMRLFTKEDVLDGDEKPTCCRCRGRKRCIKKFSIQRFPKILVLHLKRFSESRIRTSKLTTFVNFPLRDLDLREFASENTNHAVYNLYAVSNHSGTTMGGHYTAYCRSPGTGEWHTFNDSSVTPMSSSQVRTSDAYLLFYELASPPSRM
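Deubiquitinase activity read as fluorescence (485/531 nm) after Ub-CHOP2 cleavage activates the enterokinase reporter on its substrate; USP2 core 10nM, Ub-CHOP2 and substrate 25nM each, 30min compound preincubation then 60min RT; data normalized to NEM, curves fitted.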
p53 reactivation = restores transcriptional activity of mutant p53; 0.063% of 320,000 active; H1299 p53-A138V BP100-luciferase reporter, luminescence, 24 h; AID 504706; Potency, µM (top dose mostly 92.2 µM), for the others: at the top dose activity change, positive = activation, actives largely listed as activators; further: potency means the concentration at half of the fitted maximal effect; % of control where 0% means no effect; nearly all actives have a fitted effect of over 45% in size
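H1299 (p53-null), stable ts p53-A138V + BP100-Luc; 1000 cells/well, Opti-MEM/10% FBS; cpd 4 pt, 1:5; 24 h, 37 deg C, 5% CO2; detection reagent 10 min RT; luminescence.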
ASM inhibitor = human S-ASM enzyme inhibition; P17405; Potency, µM (doses to about 57.5 µM), without a hit: top-dose activity change, negative = inhibition, actives largely listed as inhibitors; 0.006% of 340,000 active; placental ASM, HMU-PC fluorogenic substrate, 60 min; further: potency means the concentration at half of the fitted maximal effect
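Fluorescence read-out (Ex 386 nm, Em 447 nm) after stopping the reaction at pH 10. Enzyme: ASM from human placenta; substrate HMU-PC0, 9 uM final; 60 min, 37 °C. Compound preincubation 10 min, ambient temperature.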
TRPV1 ag = agonists of human vanilloid receptor 1 (TRPV1). Q8NER1. TRPV1-expressing cells, Fluo-8 calcium influx, agonist mode. activation, % at 8.33 µM. 0.19% of 320,000 active; in the data active means activation above about 80%; inconclusive means between about 30% and that limit; further: 0% is about no effect
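TRPV1-expressing cells were cultured overnight at 35.5C and loaded with Fluo-8 calcium dye for 40 to 90 min at room temperature. After a 10 s baseline, compound was added and calcium influx was read kinetically for 3 min (ex 480/em 520 nm).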
uPA generation = cell surface uPA generation inhibition | cell surface uPA generation assay, qHTS | Potency, µM (top dose mostly 38.3 µM), for the others: top-dose activity change, negative = inhibition, actives largely listed as inhibitors | 0.31% of 330,000 active; active means well fitted inhibition curve with a large enough effect; inconclusive means small, poorly fitted or top-dose-only effect; inactive means no such curve, though single readings can be large or run the other way; tested in mouse RAW 264.7 cells; further: potency means the concentration at half of the fitted maximal effect; on the % scale 0 is the no-effect control and ±100 the full control effect; nearly all actives have a fitted effect of over 55% in size
Active calls of the source: *; i = inactive; ? = inconclusive; nt = not tested or not shown; & = joins results of further samples; [ ] = another dose, or the depositor's remark. Unless noted, the call rests on the fitted dose curve; in most records, active means well fitted curve in the direction sought with a large enough effect; inconclusive means small, poorly fitted or top-dose-only effect, or another doubt; inactive means no such curve, though single readings can be large; an effect the other way counts as inactive or inconclusive. Rows are unselected. About 2.6% of those tested had a hit in this group.

Results follow in this order: ELG1 genotox	a7 integrin act	p53 reactivation	USP2a inh	B2AR arrestin	Eya2 inh	PTAP TSG101 blk	uPA generation	TRPV1 ag	ASM inhibitor	BRCA1 expr up
- COC(=O)C1=CN(Cc2ccc(OC)c(OC)c2)C=C(C(=O)OC)C1c1ccccc1F
→ -2%	14%	-30%	1%	-0.4%	-7%	-1%	-10%	1	i	-2%
- O=C(Cc1cccs1)Nc1ccc(Cl)cc1
→ 1%	28%	15%	-5%	-0.1%	4%	-4%	-4%	?	2%	52%
- O=C(CCC(=O)OCc1ccc([N+](=O)[O-])cc1)Nc1ccccc1Cl
→ 0%	6%	-5%	3%	-0.1%	6%	0%	-1%	-4	0%	-9%
- N/C(Cc1cccc2ccccc12)=N\OC(=O)COc1ccccc1
→ 2%	11%	10%	1%	0.7%	1%	-1%	-4%	1	-3%	7%
- CC(=O)Nc1ccc(S(=O)(=O)c2c(N)n(CCN3CCOCC3)c3nc4ccccc4nc23)cc1
→ 7%	12%	-2%	2%	0.0%	6%	-3%	0%	-1	i	-12%
- COC(=O)c1ccc(Cl)c(NC(=O)CN2CCOCC2)c1
→ 9%	-11%	21%	6%	0.4%	-4%	-3%	1%	4	-1%	24%
- CC(C)Cc1nc2sc3c(NCc4ccco4)ncnc3c2c2c1COC(C)(C)C2
→ 0%	-19%	8%	2%	0.0%	1%	-5%	-5%	29	1%	0%
- O=C(CSc1ccc(-c2ccc(F)cc2)nn1)N1CCCCC1
→ 9%	17%[7.66 µM]	9%	3%	0.6%	2%	-1%	nt	9	-3%	65%
- CCOC(=O)N1CCN(C(=O)C2CCN(S(=O)(=O)c3ccccc3)CC2)CC1
→ 1%	-5%	1%	-1%	-0.3%	7%	1%	0%	0	0%	5%[1.84 µM]
- Cc1ccc(NC(=O)CN(C)C(=O)CCOc2cccc(C)c2)cc1
→ -7%	-3%	-4%	3%	-0.5%	-4%	0%	1%	7	3%	-15%

Other structures
Results follow in this order: ELG1 genotox	a7 integrin act	p53 reactivation	USP2a inh	B2AR arrestin	Eya2 inh	PTAP TSG101 blk	uPA generation	TRPV1 ag	ASM inhibitor	BRCA1 expr up
- CC1CCC(N2CCNCC2)CC1 (stereo not given)
→ -1%	22%	1%	0%	-0.1%	-23%	4%	2%	4	-2%	-8%
- O=C(CN1C(=O)c2cccnc2Oc2ccc(Cl)cc21)NC1CCCC1
→ 3%	-1%	8%	2%	0.4%	-3%	-2%	-2%	12	6%	-15%
- c1csc(C(c2nnnn2C2CCCCC2)N2CCCC3(CCCCC3)C2)c1 (stereo not given)
→ 4%	-23%	-8%	1%	-0.5%	6%	-1%	1%	2	-4%	9%
- COC(=O)c1ccccc1NC(=O)c1ccc(COc2cccc3ccccc23)o1
→ 1%	3%	3%	3%	-0.8%	-16%	1%	3%	6	-8%	-47%
- COc1ccccc1OCC(=O)Nc1c2c(nn1-c1ccc(C)cc1)CS(=O)(=O)C2
→ -4%	-12%	-2%	2%	-2.3%	-8%	-1%	-1%	0	-2%	-1%
- CCN1CCN(c2ccc(S(=O)(=O)N3CCOCC3)cc2NC(=O)C(C)Oc2cccc(Cl)c2)CC1 (stereo not given)
→ -6%	-20%	-5%	-7%	0.0%	-1%	-5%	-2%	?	3%	-5%
- CCCC(C(=O)NC1CCCC1)N(CC1CCCO1)C(=O)c1snc(C(N)=O)c1N (stereo not given)
→ -1%	0%[7.66 µM]	-1%	6%	-3.6%	0%	-3%	nt	0	123%[activator]	1%
- Cc1cccc(N=C2NC(=O)c3cc([N+](=O)[O-])ccc32)c1
→ -7%	-6%	-4%	1%	-0.3%	-2%	0%	-11%	-3	-2%	-12%
- CCOC(=O)/C=c1\sc2n(c1=O)CCN=2
→ 2%	-30%	10%	1%	-0.2%	-4%	-5%	nt	1	3%	-12%
- CC(C)NC(=O)CCNC(=O)c1ccc(F)cc1
→ 1%	-1%	-16%	2%	0.0%	2%	-1%	nt	10	2%	5%

Filtered by structure: the entries above with a nitro group on carbon
Results follow in this order: ELG1 genotox	a7 integrin act	p53 reactivation	USP2a inh	B2AR arrestin	Eya2 inh	PTAP TSG101 blk	uPA generation	TRPV1 ag	ASM inhibitor	BRCA1 expr up
- O=C(CCC(=O)OCc1ccc([N+](=O)[O-])cc1)Nc1ccccc1Cl
→ 0%	6%	-5%	3%	-0.1%	6%	0%	-1%	-4	0%	-9%
- Cc1cccc(N=C2NC(=O)c3cc([N+](=O)[O-])ccc32)c1
→ -7%	-6%	-4%	1%	-0.3%	-2%	0%	-11%	-3	-2%	-12%

Continued.
Results follow in this order: ELG1 genotox	a7 integrin act	p53 reactivation	USP2a inh	B2AR arrestin	Eya2 inh	PTAP TSG101 blk	uPA generation	TRPV1 ag	ASM inhibitor	BRCA1 expr up
- O=C(NCc1ccccc1)c1ccc(CS(=O)(=O)Cc2ccccc2F)o1
→ -13%	0%	0%	-5%	0.2%	-10%	0%	3%	-1	2%	1%
- CCOC(=O)c1c(NC(=O)C2c3ccccc3Oc3ccccc32)sc(C(N)=O)c1C
→ 0%	0%	2%	5%	0.2%	-6%	-11%	0%	-1	-20%	-37%
- CC1=C(/C=C/C(C)=C/C=C/C(C)=C/CO)C(C)(C)CCC1
→ nt	14%	nt	nt	nt	nt	0%	-11%	nt	2%	-20%
- CCN(C(=O)COc1ccc(C(=O)c2ccccc2)cc1)c1ccccc1
→ -17%	-32%	2%	-1%	-1.0%	-1%	-2%	2%	16	-10%	-32%
- O=S(=O)(Nc1ccc(-n2cccc2)cc1)c1ccc(Cl)c(Cl)c1
→ -5%	-3%	3%	-7%	0.0%	22%	0%	7%	8	-29%	-18%
- Cc1ccc(NC(=O)CCC(=O)OC(C)C(=O)c2ccccc2)cc1 (stereo not given)
→ 1%	-34%	2%	?	-0.7%	7%	0%	-1%	1	1%	0%
- CCOC(=O)C1=C(C)NC(=O)C(C(N)=O)C12CCCC2 (stereo not given)
→ -1%	3%	-1%	1%	-1.3%	-13%	-4%	1%	0	-1%	3%
- CC(C)Nc1nc(N)c(C(=O)C23CC4CC(CC(C4)C2)C3)s1
→ 1%	-19%	4%	2%	-0.3%	1%	-1%	2%	21	-2%	-61%
- C=CCn1c(N)c(C(=O)OCCC)c2nc3ccccc3nc21
→ -4%	-4%	-2%	-1%	-0.5%	-7%	-4%	-5%	5	nt	-13%
- CC(C)(C)S(=O)N1Cc2cc(=O)n(Cc3ccccc3)c(CCO)c2[C@@H]1CCO (stereo not given in full)
→ nt	4%	nt	nt	nt	nt	-1%	7%	nt	5%	18%

Random excerpt: 2 records from the list
Results follow in this order: ELG1 genotox	a7 integrin act	p53 reactivation	USP2a inh	B2AR arrestin	Eya2 inh	PTAP TSG101 blk	uPA generation	TRPV1 ag	ASM inhibitor	BRCA1 expr up
- Cc1ccc(NC(=O)CCC(=O)OC(C)C(=O)c2ccccc2)cc1 (stereo not given)
→ 1%	-34%	2%	?	-0.7%	7%	0%	-1%	1	1%	0%
- CCOC(=O)C1=C(C)NC(=O)C(C(N)=O)C12CCCC2 (stereo not given)
→ -1%	3%	-1%	1%	-1.3%	-13%	-4%	1%	0	-1%	3%

Additional records.
Results follow in this order: ELG1 genotox	a7 integrin act	p53 reactivation	USP2a inh	B2AR arrestin	Eya2 inh	PTAP TSG101 blk	uPA generation	TRPV1 ag	ASM inhibitor	BRCA1 expr up
- Cc1ccc2c(C)nc(NC3=NCN(CCc4ccccc4)CN3)nc2c1
→ -10%	nt	-4%	3%	-0.3%	0%	nt	nt	-1	nt	nt
- Cc1cccc(NC(=S)NCCc2ccccc2)n1
→ -6%	13%	-3%	0%	3.9%	-7%	1%	0%	16	-3%	-29%
- NC(=O)Cc1ccc(C(=O)c2ccccc2F)s1
→ 6%	2%	7%	0%	0.0%	10%	-1%	4%	1	-3%	-1%
- COC(=O)c1ccc(N2CC3CNC(=O)C2(C(=O)OC)N3C)cc1 (stereo not given)
→ 2%&2%	-9%&-15%	1%&2%	1%&4%	-0.3%&-0.1%	8%&9%	-1%&1%	-8%&7%	nt	0%&3%	8%&-4%
- Cc1cc2oc(=O)cc(CN(C)Cc3ccc(OC(F)F)cc3)c2cc1Cl
→ -7%	4%	5%	2%	-0.4%	-15%	-1%	4%	2	-9%	-57%
- COc1cc(/C=C(/C#N)c2nc3ccccc3[nH]2)ccc1Oc1ncccc1[N+](=O)[O-]
→ 15%	0%	0%	0%	0.5%	-4%	-4%	-3%	nt	14%	-38%
